Compound activity as filed in PubChem BioAssay.
TcdB inh = blocks C. difficile toxin B glycohydrolase activity; TcdB glycohydrolase enzymatic assay, plate reader; inhibition, % at 9.99 µM; AID 652162; P18177; hit rate 0.24% among 350,000; in the data active means inhibition above about 10%
CCHFV vOTU inh = blocks the CCHF virus ovarian tumor domain protease; CCHFV vOTU protease, Pep-AMC fluorescence; inhibition, % at 11.5 µM; hit rate 0.55% among 370,000; in the data active means inhibition above about 30%; further: 0% = vehicle wells with enzyme and 100% = no enzyme wells
BoNT A protease = blocks Botulinum neurotoxin A light chain protease; multiplex microsphere protease substrate cleavage, flow cytometry; inhibition, % at 10 µM; hit rate 0.17% among 360,000; AID 588499; further: plate controls were buffer without enzyme for full effect and enzyme alone for no effect
PrPC surface inh = cell surface PrPC inhibition, primary TR-FRET screen. TR-FRET read-out. inhibition, % at 13.8 µM. hit rate 0.43% among 370,000. AID 720596; in the data active means inhibition above about 24%; further: 0% = median of the test wells and 100% = reference compound wells
Yp Topo-I inh = blocks Yersinia pestis topoisomerase I activity; Y. pestis Topo-I cleavage product accumulation, plate reader; hit rate 0.064% among 360,000; activity, % at 10 µM; in the data active means activity above about 50%, passing the limit was not always enough; further: inactives centre near 2
Anthrax LF prot = anthrax lethal factor protease inhibition. P15917. multiplex microsphere protease cleavage assay, LF. inhibition, % at 10 µM. hit rate 0.12% among 360,000. AID 588501; further: plate controls were buffer without enzyme for full effect and enzyme alone for no effect
Target sequence (P15917 whole entry, looked up): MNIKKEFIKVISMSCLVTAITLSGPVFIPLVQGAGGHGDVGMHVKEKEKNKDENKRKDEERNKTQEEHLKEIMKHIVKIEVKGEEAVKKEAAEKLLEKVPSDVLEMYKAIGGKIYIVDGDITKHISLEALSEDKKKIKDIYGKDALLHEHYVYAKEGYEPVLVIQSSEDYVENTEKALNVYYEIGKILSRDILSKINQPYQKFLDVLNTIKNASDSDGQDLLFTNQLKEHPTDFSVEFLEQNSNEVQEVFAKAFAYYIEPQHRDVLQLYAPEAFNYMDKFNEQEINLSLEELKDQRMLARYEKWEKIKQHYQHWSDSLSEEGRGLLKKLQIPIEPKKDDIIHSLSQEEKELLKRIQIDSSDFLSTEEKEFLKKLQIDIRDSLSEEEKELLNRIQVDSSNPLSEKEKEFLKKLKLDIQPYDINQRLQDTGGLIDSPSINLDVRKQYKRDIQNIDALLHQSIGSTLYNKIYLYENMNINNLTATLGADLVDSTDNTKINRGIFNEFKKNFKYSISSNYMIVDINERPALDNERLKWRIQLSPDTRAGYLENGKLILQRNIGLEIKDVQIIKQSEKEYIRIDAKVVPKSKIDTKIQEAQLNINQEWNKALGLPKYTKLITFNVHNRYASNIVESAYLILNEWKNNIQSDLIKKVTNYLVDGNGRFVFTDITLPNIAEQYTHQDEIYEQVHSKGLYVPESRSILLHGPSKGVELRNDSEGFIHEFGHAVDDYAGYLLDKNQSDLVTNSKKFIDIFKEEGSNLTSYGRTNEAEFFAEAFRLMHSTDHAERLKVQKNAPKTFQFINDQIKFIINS
PfHsp40 rescue = rescue of PfHsp40-mediated yeast toxicity. S. cerevisiae expressing PfHsp40, growth rescue, ATP luminescence. growth rescue, % at 12.5 µM. hit rate 0.68% among 340,000. AID 504582; in the data active means growth rescue above about 28%, passing the limit was not always enough;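 further: yeast W303a lacking pdr1 and pdr3 grown in galactose medium; growth measured after three days at 30 °C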
FadD28 binding = inhibitors of Mycobacterium tuberculosis FadD28 bisubstrate binding. FadD28 bisubstrate probe binding, fluorescence polarization. inhibition, % at 12.5 µM. hit rate 0.22% among 360,000; in the data active means inhibition above about 8.5%, passing the limit was not always enough
BoNT-F LC inh = BoNT F light chain protease inhibition | Multiplex microsphere protease cleavage assay, flow cytometry | inhibition, % at 10 µM | hit rate 0.22% among 360,000 | AID 588497; in the data active means inhibition above about 35%, passing the limit was not always enough; further: plate controls were buffer without enzyme for full effect and enzyme alone for no effect
* hit, by the source's call. Unless noted, no stated cut-off is given here; in the data, active means inhibition above about 30%; inconclusive means no clear call, values can overlap the other calls; inactive means below that.

Results for COc1ccc(OC)c(-c2cc(C(=O)NCCN3CCOCC3)no2)c1 ?
TcdB inh: 1.1; BoNT A protease: -0.3; Yp Topo-I inh: 4; Anthrax LF prot: -2; PfHsp40 rescue: 1.1; FadD28 binding: -2.0; BoNT-F LC inh: -6

Results for CC(C)Cc1nnc(NC(=O)CCC(=O)N2CCN(Cc3ccccc3)CC2)s1 ?
TcdB inh: -0.2; CCHFV vOTU inh: -2; BoNT A protease: 0.5; PrPC surface inh: -3; Yp Topo-I inh: 33; Anthrax LF prot: -1; PfHsp40 rescue: 6.2; FadD28 binding: -1.4; BoNT-F LC inh: -3

Results for C=CCN(c1ccc(C(=O)Nc2ccc3c(c2)OCO3)cc1)S(C)(=O)=O ?
TcdB inh: 1.1; CCHFV vOTU inh: -3; BoNT A protease: 0.5; PrPC surface inh: -3; Yp Topo-I inh: 4; Anthrax LF prot: 3; PfHsp40 rescue: 1.3; FadD28 binding: -0.1; BoNT-F LC inh: 2

Results for Cc1cc(C(=O)N2CCCC(CNS(=O)(=O)c3cccs3)C2)nn1C (configuration not stated) ?
TcdB inh: 1.2; CCHFV vOTU inh: 8; BoNT A protease: -0.9; PrPC surface inh: 5; Yp Topo-I inh: 1; Anthrax LF prot: -4; PfHsp40 rescue: 0.5; FadD28 binding: -0.8; BoNT-F LC inh: 2

Results for O=C(COc1ccc2c(-c3ccccc3)cc(=O)oc2c1)Nc1ccc(CN2CCOCC2)cc1 ?
TcdB inh: 1.5; CCHFV vOTU inh: 8; BoNT A protease: -1.1; PrPC surface inh: -10; Yp Topo-I inh: 9; Anthrax LF prot: -3; PfHsp40 rescue: -0.7; FadD28 binding: 0.0; BoNT-F LC inh: -1

Results for CC1CCCC(NC(=O)c2ccc3c(c2)N(Cc2ccccc2)C(=O)CS3=O)C1C (configuration not stated) ?
TcdB inh: -0.4; CCHFV vOTU inh: 1; BoNT A protease: 0.5; PrPC surface inh: -2; Yp Topo-I inh: 13; Anthrax LF prot: 11; PfHsp40 rescue: -0.1; FadD28 binding: -2.2; BoNT-F LC inh: 0

Results for Cc1csc(NC(=O)CSc2nnc(-c3cccnc3)o2)n1 ?
TcdB inh: -1.6; CCHFV vOTU inh: -8; BoNT A protease: -1.3; PrPC surface inh: -3; Yp Topo-I inh: 12; Anthrax LF prot: 2; PfHsp40 rescue: -0.9; FadD28 binding: -0.8; BoNT-F LC inh: -6

Results for O=C(Cn1ncc2c1-c1ccccc1OC2)Nc1nc2ccccc2s1 ?
TcdB inh: 1.2; CCHFV vOTU inh: -6; BoNT A protease: -1.1; PrPC surface inh: 1; Yp Topo-I inh: -2; Anthrax LF prot: -1; PfHsp40 rescue: 0.2; FadD28 binding: 2.5; BoNT-F LC inh: -2

Results for Cc1ccccc1NS(=O)(=O)c1ccc(C(=O)N2CCCCCCC2)cc1 ?
TcdB inh: 0.1; CCHFV vOTU inh: -7; BoNT A protease: -0.7; PrPC surface inh: 9; Yp Topo-I inh: 16; Anthrax LF prot: -3; PfHsp40 rescue: -0.1; FadD28 binding: -0.2; BoNT-F LC inh: -8

How did COc1ccc(NS(=O)(=O)c2cc(NC(=O)C3CC3)ccc2N2CCCCC2)cc1 do in these assays?
TcdB inh: 1.1; CCHFV vOTU inh: -1; BoNT A protease: 0.1; PrPC surface inh: 8; Yp Topo-I inh: 7; Anthrax LF prot: 1; PfHsp40 rescue: -1.7; FadD28 binding: -4.7; BoNT-F LC inh: -2

What do the screens show for `CCOc1ccc(NC(=O)NCC2CCN(Cc3ccc(F)cc3)CC2)cc1`?
TcdB inh: 1.3; CCHFV vOTU inh: -7; BoNT A protease: -1.0; PrPC surface inh: -7; Yp Topo-I inh: 0; Anthrax LF prot: -6; PfHsp40 rescue: -0.8; FadD28 binding: -1.5; BoNT-F LC inh: -5

What do the screens show for `Nc1ccc(Oc2c(Cl)cccc2Cl)nc1`?
TcdB inh: 1.9; CCHFV vOTU inh: -11; BoNT A protease: 1.0; PrPC surface inh: -1; Yp Topo-I inh: -8; Anthrax LF prot: 3; PfHsp40 rescue: -0.4; FadD28 binding: 1.5; BoNT-F LC inh: 2

Results for COCCNC(=O)C1(C)CCCN(C(=O)c2cccc(C(F)(F)F)c2)C1 (configuration not stated) ?
TcdB inh: -0.5; CCHFV vOTU inh: 6; BoNT A protease: -0.6; PrPC surface inh: 2; Yp Topo-I inh: 8; Anthrax LF prot: 4; FadD28 binding: -1.5; BoNT-F LC inh: 2

What do the screens show for `COc1ccc(-c2[nH][nH]c(=O)c2NC(=O)c2ccccc2Br)cc1`?
TcdB inh: -7.1; CCHFV vOTU inh: -5; BoNT A protease: 0.4; PrPC surface inh: 2; Anthrax LF prot: 9; FadD28 binding: 0.3; BoNT-F LC inh: 4

How did O=C1[C@@H]2[C@@H]3C[C@@H]([C@H]4ON=C(c5ccc(Cl)cc5Cl)[C@@H]34)[C@@H]2C(=O)N1C1CCCCC1 do in these assays?
TcdB inh: 0.5; CCHFV vOTU inh: -2; BoNT A protease: -1.0; PrPC surface inh: 7; Yp Topo-I inh: 12; Anthrax LF prot: 0; PfHsp40 rescue: 8.0; FadD28 binding: -3.7; BoNT-F LC inh: -9

How did CC(NC(=O)c1cccnc1)C(c1cccs1)N1CCOCC1 (configuration not stated) do in these assays?
TcdB inh: 1.2; CCHFV vOTU inh: 0; BoNT A protease: -0.2; PrPC surface inh: -3; Yp Topo-I inh: 6; Anthrax LF prot: -8; PfHsp40 rescue: 0.5; FadD28 binding: 2.2; BoNT-F LC inh: -9

What do the screens show for `Cc1ccc(C)c(C(=O)CN2C(=O)NC3(CCCCCC3)C2=O)c1`?
TcdB inh: 0.7; CCHFV vOTU inh: 2; BoNT A protease: 0.4; PrPC surface inh: 7; Yp Topo-I inh: 3; Anthrax LF prot: 3; PfHsp40 rescue: -0.5; FadD28 binding: -3.3; BoNT-F LC inh: 4

What do the screens show for `O=C(Nc1ccncc1)C1CCN(S(=O)(=O)c2ccccc2C(F)(F)F)CC1`?
TcdB inh: 0.7; CCHFV vOTU inh: -3; BoNT A protease: 0.1; PrPC surface inh: 3; Yp Topo-I inh: -8; Anthrax LF prot: 4; PfHsp40 rescue: -0.2; FadD28 binding: -2.8; BoNT-F LC inh: 3

Results for CCN1CCCC1CNCc1ccc(Cl)cc1Cl (configuration not stated) ?
CCHFV vOTU inh: 10; BoNT A protease: 0.2; PrPC surface inh: -5; Yp Topo-I inh: 4; Anthrax LF prot: 4; PfHsp40 rescue: -0.5; FadD28 binding: -3.2; BoNT-F LC inh: -2

What do the screens show for `Cc1ccc(NC(=O)/C(=C\c2cccc(Br)c2)NC(=O)c2ccco2)cc1`?
CCHFV vOTU inh: -7; BoNT A protease: 0.6; PrPC surface inh: -5; Yp Topo-I inh: -3; Anthrax LF prot: -2; PfHsp40 rescue: -0.2; FadD28 binding: -1.5; BoNT-F LC inh: 0

What do the screens show for `CCCCCC/C(=N\NS(C)(=O)=O)c1ccccc1`?
CCHFV vOTU inh: -5; BoNT A protease: -0.2; PrPC surface inh: -6; Yp Topo-I inh: 3; Anthrax LF prot: -1; PfHsp40 rescue: 0.3; FadD28 binding: -4.1; BoNT-F LC inh: -2

Results for Cc1ccc(CNC(=O)C2CCC(CNc3c(N4CCOCC4)c(=O)c3=O)CC2)cc1 (configuration not stated) ?
TcdB inh: 0.2; CCHFV vOTU inh: -1; BoNT A protease: 0.0; PrPC surface inh: -2; Yp Topo-I inh: 6; Anthrax LF prot: -1; PfHsp40 rescue: 0.8; FadD28 binding: -3.7; BoNT-F LC inh: 0

Results for COc1ccccc1N1CCN(CC(=O)Nc2ccnn2C2CCCC2)CC1 ?
TcdB inh: 0.0; CCHFV vOTU inh: 3; PrPC surface inh: -2; Yp Topo-I inh: 2; PfHsp40 rescue: 0.7; FadD28 binding: -0.5

How did CCOC(=O)C(Sc1nnc(-c2ccncc2)o1)C(C)=O (configuration not stated) do in these assays?
CCHFV vOTU inh: 0; BoNT A protease: 0.1; PrPC surface inh: -4; Yp Topo-I inh: 3; Anthrax LF prot: -2; PfHsp40 rescue: -0.4; FadD28 binding: -0.2; BoNT-F LC inh: -4

How did N#Cc1ccc(C23CC4(C2)[C@H](CN(Cc2cccnc2)[C@@H]4c2ccccc2)C3c2ccccc2)cc1 (some centres not stated) do in these assays?
TcdB inh: 0.7; CCHFV vOTU inh: -3; BoNT A protease: -1.0; PrPC surface inh: -1; Yp Topo-I inh: 5; Anthrax LF prot: 1; PfHsp40 rescue: 0.8; FadD28 binding: -1.8; BoNT-F LC inh: -16

What do the screens show for `COc1cccc(/C=N/NC(=O)CNC(=O)COc2ccccc2)c1O`?
TcdB inh: -12; CCHFV vOTU inh: 14; PrPC surface inh: 1; Yp Topo-I inh: -1; PfHsp40 rescue: -0.8; FadD28 binding: -0.8

How did O=C(NC(=S)Nc1ccccc1O)c1ccc(-c2ccc(Cl)cc2)o1 do in these assays?
CCHFV vOTU inh: 15; BoNT A protease: -0.2; PrPC surface inh: -4; Yp Topo-I inh: -2; Anthrax LF prot: -2; PfHsp40 rescue: 1.5; FadD28 binding: -2.2; BoNT-F LC inh: -1

How did Cc1cc2c3c(c1)C1(SCC(=O)N1c1ccc(F)cc1)C(=O)N3C(C)(C)CC2C (configuration not stated) do in these assays?
CCHFV vOTU inh: -3; BoNT A protease: -8.0; PrPC surface inh: -2; Yp Topo-I inh: 6; Anthrax LF prot: -4; PfHsp40 rescue: 1.8; FadD28 binding: -1.4; BoNT-F LC inh: -10

What do the screens show for `CCCCn1c(N)c(N(CC(C)C)C(=O)C2CCN(S(=O)(=O)c3ccc(C)cc3C)CC2)c(=O)[nH]c1=O`?
TcdB inh: 0.8; CCHFV vOTU inh: 4; PrPC surface inh: -9; Yp Topo-I inh: -4; PfHsp40 rescue: 0.2; FadD28 binding: -1.2

What do the screens show for `CC1=C(C(=O)OCCC#N)C(c2cc3c(cc2Br)OCO3)NC(=O)N1` (configuration not stated)?
TcdB inh: 1.6; CCHFV vOTU inh: -7; BoNT A protease: -0.1; PrPC surface inh: 3; Yp Topo-I inh: -6; Anthrax LF prot: -6; PfHsp40 rescue: 0.3; FadD28 binding: 0.3; BoNT-F LC inh: 15

Results for CCCS(=O)(=O)NC(=O)C1(C)CCN1C(=O)Cc1ccc(Cl)cc1Cl (configuration not stated) ?
TcdB inh: -2.2; CCHFV vOTU inh: -4; BoNT A protease: -0.8; PrPC surface inh: 8; Yp Topo-I inh: 9; Anthrax LF prot: -8; FadD28 binding: 0.3; BoNT-F LC inh: -7

What do the screens show for `O=C(COc1ccc(Cl)cc1Cl)NCCN1CCCCC1`?
TcdB inh: 0.9; CCHFV vOTU inh: -4; BoNT A protease: -0.3; PrPC surface inh: 6; Yp Topo-I inh: -2; Anthrax LF prot: -7; FadD28 binding: -0.7; BoNT-F LC inh: -9

Random excerpt: 3 records from the list
What do the screens show for `COc1cccc(/C=N/NC(=O)CNC(=O)COc2ccccc2)c1O`?
TcdB inh: -12; CCHFV vOTU inh: 14; PrPC surface inh: 1; Yp Topo-I inh: -1; PfHsp40 rescue: -0.8; FadD28 binding: -0.8

How did CCOC(=O)C(Sc1nnc(-c2ccncc2)o1)C(C)=O (configuration not stated) do in these assays?
CCHFV vOTU inh: 0; BoNT A protease: 0.1; PrPC surface inh: -4; Yp Topo-I inh: 3; Anthrax LF prot: -2; PfHsp40 rescue: -0.4; FadD28 binding: -0.2; BoNT-F LC inh: -4

What do the screens show for `O=C(COc1ccc(Cl)cc1Cl)NCCN1CCCCC1`?
TcdB inh: 0.9; CCHFV vOTU inh: -4; BoNT A protease: -0.3; PrPC surface inh: 6; Yp Topo-I inh: -2; Anthrax LF prot: -7; FadD28 binding: -0.7; BoNT-F LC inh: -9

An unsorted share of the library; overall some 2.3% were active at least once.
